Screens as filed in PubChem.
PGC1a acetyl inh: PGC1a acetylation modulation, inhibitor mode; U2OS PGC1a acetylation, AlphaScreen anti-acetyl-lysine; with virally co-expressed GCN5 acetyltransferase; inhibition, % at 15.6 µM; 350,000 tested, 0.17% active; AID 651687;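 active = every replicate shows inhibition of at least 40%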;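 also: 0% = neutral control wells and 100% = positive control wells; some results beyond the cut were filed as inactive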
GSIS activator: primary screen for activators of insulin secretion dependent on glucose, INS-1E cells, GLuc reporter luminescence | AID 743287 | 370,000 tested, 0.61% active | activation, % at 16.6 µM | INS-1E GLuc reporter insulin secretion, 2-3 h;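 active = lowest replicate activation of at least 40%, so every replicate reaches that level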;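 also: 0% = median of neutral control wells and 100% = median of IBMX positive control wells; some compounds called inactive have numbers as strong as hits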
C2C12 statin: suppressors of simvastatin-induced myotoxicity in C2C12 myotubes. ATP luminescence, 48 h; scaled: DMSO 0, geranylgeraniol control 100. rescue of ATP level, % at 7.49 µM. AID 602340. 330,000 tested, 0.78% active;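 active = mean ATP rescue above about 67%, or every replicate alone reaching that limit, limit read from the data, passing the limit was not always enough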;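 also: myotubes were challenged with 10 µM simvastatin during compound exposure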
Cneo AK release: causes C. neoformans cell lysis; adenylate kinase release luminescence, 4 h; normalised: neutral wells 0, clomiphene wells 100; lysis activity, % at 15 µM; 360,000 tested, 0.2% active; AID 651654;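 active = mean lysis activity across replicates of at least 80%, whatever share of replicates individually reach that level; inactive = mean lysis activity below 80%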
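Signal: Adenylate kinase release luminescence | Assay system: Log-phase Cryptococcus neoformans yeast cells | Input: Cells at 5 × 10^6 per mL | Buffer or medium: Fresh YPD growth medium | Compound: Single dose | Schedule: Static 4 h at 37 °C with compound, 1 h detection | Controls: Clomiphene | Read-out: Luminescence rise reflecting yeast cell lysis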
ARNT-TACC3 inh: disrupts binding between human ARNT and TACC3; inhibition, % at 9.99 µM; 390,000 tested, 0.66% active; Q9Y6A5; AlphaScreen His-ARNT PAS-B/GST-TACC3 binding, luminescence; TACC3 fragment carries E629A point mutation;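 active = mean inhibition of replicates at least 50% and at least half of replicates each reaching 50%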;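 also: 0% = complete ARNT plus TACC3 wells and 100% = ARNT alone without TACC3; many hits fall short of the cut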
LGR2 antag: Drosophila LGR2 receptor signaling inhibition | HEK293 LGR2, CRE-luciferase, bursicon-stimulated, 4 h | inhibition, % at 9.99 µM | 380,000 tested, 0.35% active;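 active = drop in luminescence signal, shown as inhibition above about 50% in the replicate tests, limit read from the data, passing the limit was not always enough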;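 also: agonist challenge used bursicon conditioned medium at about half maximal strength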
PglD DTNB: inhibitors of Campylobacter jejuni PglD acetyltransferase. 360,000 tested, 0.098% active. AID 602405. inhibition, % at 12.5 µM. purified PglD enzyme, DTNB colorimetric CoA detection; in the data active = inhibition above about 16%, passing the limit was not always enough; also: strong numbers were not always called active
PAX8 reporter: inhibitors of PAX8 transcriptional activity in RMG-I cells; RMG-I TPO-luciferase reporter, SteadyGlo, 24 h; inhibition, % at 12.6 µM; 360,000 tested, 1.2% active; AID 652154;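 active = mean replicate inhibition at least 60% with every replicate also reaching 60%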;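 also: luciferase light reporting Pax8 driven TPO promoter activity; plate controls were median of neutral control wells for no effect and mitoxantrone controls for full effect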
Starred values were filed as active, the others as inactive; x = no result given; & = joins results of further samples.

Values run as follows: PGC1a acetyl inh	GSIS activator	C2C12 statin	Cneo AK release	ARNT-TACC3 inh	LGR2 antag	PglD DTNB	PAX8 reporter
Cc1ccc(S(=O)(=O)N2C[C@@H](O)COC[C@@H]3O[C@@H](CC(=O)NCc4ccc5c(c4)OCO5)CC[C@H]32)cc1
    0	-7	9	0	8	2	3	11
CCOc1ccc2c(c1)n(CO)c(=S)n2CO
    9	x	-23	1	-13	x	1	-1
C[C@@H]1CN([C@@H](C)CO)C(=O)c2ccccc2-c2ccccc2CO[C@@H]1CN(C)C(=O)Nc1ccccc1
    2	-5	2	1	-10	-11	8	x
CCOC(=O)c1sc(NC(=O)c2cc3ccccc3o2)nc1C
    -1	15	x	x	-2	-69	x	-1
Cc1nnc(SCC(=O)O)s1
    3	-6	x	x	3	-90	x	3
C[C@H](CO)N1C[C@H](C)[C@@H](CN(C)C(=O)Nc2ccccc2)Oc2ncc(C3=CCCC3)cc2C1=O
    -6	13	44	4	9	2	-4	-5
COc1ccc(CNC(=O)COc2cc3c(c4oc(=O)cc(C)c24)CCC(C)(C)O3)c(OC)c1
    1	x	-10	0	x	x	4	x
COC(=O)c1ccc(N2C(=O)CC(Sc3n[nH]c(C)n3)C2=O)cc1 (configuration not stated)
    -13	x	6	-2	4	x	2	x
COCC(=O)Nc1ccc2c(c1)OC[C@H](C)N(C(=O)c1ccccn1)C[C@@H](C)[C@@H](OC)CN(C)C2=O
    -3	12	0	0	33	10	-2	11
O=C(C[C@H]1CC[C@@H]2[C@H](COC[C@@H](O)CN2CCc2ccccc2)O1)NCc1ccccc1
    0	-1	-12	4	-6	-13	-1	-14
C[C@H]1CN([C@@H](C)CO)S(=O)(=O)c2ccc(C#Cc3ccncc3)cc2O[C@H]1CN(C)C(=O)C1CC1
    -9	-11	12	-7	2	10	0	x
COCC(=O)N1[C@@H](C#N)[C@@H](c2ccc(C#Cc3ccccc3F)cc2)[C@@H]1CO
    -14	-17	-14	0	-6	-6	0	-9
CCC(CC)c1nnc(NC(=O)c2nc3nc(C)cc(C)n3n2)s1
    -3	x	-3	3	19	x	-5	x
Cc1ccc(SCC(=O)Nc2cccc(C)c2)cc1
    x	0	x	x	-7	-24	x	0
O=C(CCn1c(=O)oc2ccccc21)Nc1ccccc1
    -6	x	2	1	22	x	-1	-1
Cc1noc(/C=C/c2nn(C)cc2Cl)c1[N+](=O)[O-]
    x	-3	-8	-1	13	22	0	35
O=C(c1cccnc1)N1CC[C@@H]2[C@H]1c1cc(-c3cccc(F)c3)ccc1N[C@@H]2CO
    4	-10	-12	44	3	-9	-1	3
COCC#Cc1ccc2c(c1)O[C@H](CN(C)CC1CC1)[C@H](C)CN([C@H](C)CO)S2(=O)=O
    9	-1	-4	-12	4	6	-5	x
Cc1cc(C(=O)Nc2cccc3c2O[C@@H](CN(C)C(=O)Nc2ccccc2)[C@H](C)CN([C@@H](C)CO)C3=O)n(C)n1
    5	16	21	3	11	-8	-1	0
O=C(N[C@@H]1CC[C@H](CCNS(=O)(=O)c2ccc(Cl)cc2)O[C@H]1CO)c1cccc(F)c1
    -3	1	5	-2	5	13	4	6
Cc1ccc(-n2c(SCC(=O)Nc3ncc(Cl)cc3Cl)nc3ccccc32)cc1
    2	-10	x	0	-3	11	6	37
O=S1(=O)N=C(N2CCCc3ccccc32)c2ccccc21
    x	x	7	-3	-9	x	9	x
COc1cccc(S(=O)(=O)N2CC[C@@H]3[C@@H](CO)Nc4ccc(Br)cc4[C@@H]32)c1
    3	-20	9	-5	-8	4	-2	3
Cc1ccccc1C(=O)Nc1ccc(N2CCN(C)CC2)nc1
    1	1	x	x	-4	-2	x	-12
O=C(Nc1ccccn1)C(NS(=O)(=O)c1cccc2nsnc12)c1ccccc1 (configuration not stated)
    6	x	-5	4	3	x	3	14
Cc1ccc(S(=O)(=O)n2nccc2-c2c(-c3ccccc3)noc2C)cc1
    -40	-2	x	0	x	11	3	18
Cc1ccc(C)c(NC(=O)c2ccc(N(C)S(C)(=O)=O)cc2)c1
    -15	-7	-9	1	-3	x	-1	x
COc1cc([N+](=O)[O-])ccc1NC(=O)C1CCCN(S(C)(=O)=O)C1 (configuration not stated)
    x	25	-3	1	-3	6	2	-71
Cc1ccc(CN(C)C(=O)c2cccc(S(=O)(=O)N3CCc4ccccc4C3)c2)o1
    3	x	7	1	0	7	5	22
COc1cccc(CNc2nc3nc(C)c(Cl)c(C)n3n2)c1
    -19	x	3	2	-4	x	-6	x
CCC(=O)Nc1ccc2c(c1)C(=O)N(C)C[C@H](OC)[C@@H](C)CN(C(=O)c1cnccn1)[C@@H](C)CO2
    -5	35	-8	-2	-12	20	0	-10
O=C(Nc1nc2c(F)cccc2s1)c1ccco1
    -11	-4	1	-9	6	-11	-1	-182
COc1cc(Br)cc(/C=N/c2ncn[nH]2)c1O
    4	x	16	-2	4	x	-2	x
CNc1cncc(-c2cccc(C(C)=O)c2)n1
    11	27	3	5	x	-14	3	-72
C=CCSc1nc(Oc2ccccc2)c2sccc2n1
    13	x	13	-1	-5	x	4	x
c1ccc(OCc2nc(-c3cccs3)no2)cc1
    -10	-9	-19	-6	5	x	1	x
COc1ccc(S(=O)(=O)Nc2cccc3c2O[C@H](CN(C)S(=O)(=O)c2cccs2)[C@@H](C)CN([C@@H](C)CO)C3=O)cc1
    1	-9	x	2	-6	8	-1	x
Cc1c(C(=O)NCc2ccc([N+](=O)[O-])cc2)sc(=O)n1Cc1ccc2c(c1)OCO2
    x	-14	0	0	x	-5	3	16
CSc1ccc(S(=O)(=O)N2CCN(Cc3ccc4c(c3)OCO4)CC2)cc1
    -20	10	32	-15	x	-6	-5	-2
CCO[C@@H]1OC(C(=O)O)=C[C@H](C2CC2)[C@H]1CCCO
    -3	x	-16	2	-1	17	0	-10
C[C@@H]1CCCCO[C@@H](CN(C)Cc2ccc(C(=O)O)cc2)[C@H](C)CN([C@@H](C)CO)C(=O)c2cc(NC(=O)c3ccccc3)ccc2O1
    25	8	x	0	-10	1	2	4
OC12CC3C[C@H](C1)C(N1CCOCC1)[C@@H](C3)C2 (some centres not stated)
    7	18	15	-2	-9	6	-2	-1
Cc1cc(C)c(NC(=O)NC(=O)c2ccc(F)cc2)c(C)n1
    2	x	-4	-1	-8	x	-2	-32
Cc1noc(C)c1NC(=O)N(C)C[C@@H]1Oc2c(NC(=O)c3ccc(-c4nccs4)cc3)cccc2C(=O)N([C@H](C)CO)C[C@H]1C
    -1	2	-45	-1	31*	-11	3	x
Cc1nn(C2CCS(=O)(=O)C2)c(C)c1CN(C)C(=O)c1ccc(S(=O)(=O)N(C)C)cc1 (configuration not stated)
    -2	15	-4	1	-1	18	2	-1
Cc1noc(C)c1NC(=O)N(C)C[C@H]1Oc2ccc(NC(=O)Cc3cn(C)c4ccccc34)cc2C(=O)N([C@H](C)CO)C[C@H]1C
    -1	32	-1	-3	2	0	7	x
OC(CNCc1ccc(F)cc1)(c1ccc(F)cc1)c1ccc(F)cc1
    -14	x	-18	1	-11	x	-3	7
O=C(CSCCNS(=O)(=O)c1ccccc1)Nc1ccccc1
    -5	x	11	-1	1	x	4	x
COc1ccc2c(CC(=O)N3CCN(S(=O)(=O)c4ccc(F)cc4)CC3)coc2c1
    -12	5	11	0	x	-28	-3	9
O=C(NC(c1ccc(-c2ccccc2)cc1)c1cnccn1)C1CCN(Cc2ccc3c(c2)OCO3)CC1 (configuration not stated)
    5	-29	-6	2	x	4	-5	24
COc1ccccc1COc1ccc2c(C)c(CC(=O)O)c(=O)oc2c1C
    x	1	13	-3	-36	7	-6	11
Cc1cc(=O)oc(C)c1C(=O)O
    -18	14	0	4	-8	7	x	x
C[C@H](CO)N1C[C@H](C)[C@H](CN(C)CC2CCCCC2)OCCCC[C@H](C)Oc2ccc(NS(=O)(=O)c3ccc(F)cc3)cc2C1=O
    1	6	-349	0	-1	9	-1	53
COc1cccc(-c2nc3n(n2)C(c2ccccc2Cl)C(C(N)=O)=C(C)N3)c1 (configuration not stated)
    -1	14	20	5	x	1	-4	-12
Cc1cc(C)n(-c2ccc(F)cc2CN2CCN(Cc3ccccc3)C(CCO)C2)n1 (configuration not stated)
    4	-18	4	0	4	-10	1	6
CC(C)NC(=O)N(C)C[C@H]1Oc2ccc(NC(=O)Nc3cccc4ccccc34)cc2C(=O)N([C@@H](C)CO)C[C@H]1C
    -4	-12	0	1	0	-2	0	-7
CCn1c(C)nc2c(=O)oc3ccccc3c21
    16	x	-1	8	-17	x	9	x
COc1ccc(NC(=S)N2CCC(c3nc4ccc(Cl)cc4[nH]3)CC2)c(OC)c1
    -27	-23	13	8	4	8	0	x
C[C@@H]1CN([C@H](C)CO)C(=O)CCCn2nncc2CO[C@@H]1CN(C)Cc1ccncc1
    -5	2	2	x	x	28	x	0
COCCOC(=O)N1C(=O)[C@@]2(c3cc(C#CC4(O)CCCCCC4)ccc31)[C@H](c1ccccc1OCCO)N1[C@H](c3ccccc3)[C@H](c3ccccc3)OC(=O)[C@H]1[C@@H]2C(=O)N1CCc2cc(OC)c(OC)cc2C1
    3	x	x	7	3	x	1	x

(cont.)
Values run as follows: PGC1a acetyl inh	GSIS activator	C2C12 statin	Cneo AK release	ARNT-TACC3 inh	LGR2 antag	PglD DTNB	PAX8 reporter
O=C(C1=C[C@@H](c2ccc3c(c2)OCO3)C[C@@H](OCCCCO)O1)N1CCOCC1
    -14&3	-40	-9	-32&-4	12&-4	-29	-3&-7	-12&4
Cc1cc(C)cc(OCC(=O)N(Cc2ccco2)c2c(N)n(Cc3ccccc3)c(=O)[nH]c2=O)c1
    -7	-15	6	-1	2	-7	-2	0
CCCCNC(=O)c1c(C)cc(=O)oc1C
    9	6	43	x	-18	6	x	x
COCCNC(=O)c1cc2c(c(-c3cccc(C4=CCCC4)c3)n1)[C@@H](CCO)N([S@](=O)C(C)(C)C)C2
    19	5	-1	-8	1	-4	0	-4
COC(=O)c1cccc(OCC(O)Cn2ccnc2)c1 (configuration not stated)
    8	x	109*	0	2	x	-3	x
O=C(O)c1ccc(Cl)c(S(=O)(=O)N(Cc2ccccc2)c2ccc(F)cc2)c1
    x	20	4	1	3	6	2	14
Cn1cc(C(=O)C(=O)N2CCOCC2)c2ccccc21
    x	10	5	-3	x	-10	0	17
CN(C)NC(=O)C(NC(=O)c1ccc(N)cc1)C12CC3CC(CC(C3)C1)C2 (configuration not stated)
    x	6	-2	0	1	-3	2	16
CC(CCc1ccccc1)NC(=O)CN1CCN(Cc2ccccc2)C1=O (configuration not stated)
    -4	-10	0	7	-5	11	-3	x
CC(=O)Nc1ccc(S(=O)(=O)N2CCN(C(=O)N3CCCCC3)CC2)cc1
    -8	-3	-1	0	-3	-3	0	6
Cc1ccc(NC(=O)c2cc(S(=O)(=O)N3CCCCC3)c[nH]2)cc1Cl
    5	x	-3	0	x	14	0	3
Cc1cc(C(=O)OCC(=O)NCCc2ccccc2)c2ccccc2n1
    -4	-27	0	-5	6	0	0	-2
COc1ccc(S(=O)(=O)N2CCCC(C(=O)NCc3ccncc3)C2)cc1 (configuration not stated)
    13	x	x	2	-2	x	2	x
Cc1ccc(C(=O)NCCc2nnc(SCC(=O)Nc3cccc(C(=O)O)c3)n2C)cc1
    9	x	x	-2	-5	x	-1	x
O=C(Nc1ccc2c(c1)OCO2)c1cc(C2CCCCN2C(=O)CCc2ccccc2)on1 (configuration not stated)
    -2	-10	3	-4	x	5	2	-15
